# TRPM1 prom inh – inhibitors of MITF-dependent TRPM1 promoter reporter, primary screen, cell-based, SK-MEL-5, single point, luciferase | 330,000 compounds, 0.83% hits | inhibition, % at 12.5 µM | AID 488899, 2010 | SK-MEL-5 TRPM1 promoter luciferase, 24 h;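 active = mean inhibition across replicates of 60% or more, whatever share of single replicates reaches that level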; also: values of inactives mirror those of a sister screen read the other way
# TROY NFkB inh – inhibitors of TROY-driven NF-kB signaling, primary screen, Q293 LMP1-TROYcd cells, NF-kB luciferase, uHTS; inhibition, % at 10 µM; 360,000 compounds, 0.98% hits; AID 1347056, 2019; Q293 LMP1-TROYcd NF-kB luciferase reporter, 4 h;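 active = compounds whose plate-normalised and pattern-corrected inhibition of the luciferase reporter signal at the single screening dose is 50% or more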
# Shn3 inh set2 – reduction of Shn3 3'UTR firefly luciferase signal, primary screen, Schnurri-3 inhibitor project, cell-based, Clone20 osteoblasts, set 2; Clone20 osteoblast Shn3 3'UTR firefly luciferase, 24 h; inhibition, % at 12.5 µM; 360,000 compounds, 0.52% hits; AID 588674, 2011;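 active = mean inhibition of at least 75% with every replicate also reaching 75%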;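 also: 0% = median of neutral control wells and 100% = pilot-screen positive control compound; some compounds past the cut are filed as inactive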
# NR2E3 ag-1 – NR2E3 agonists in two-hybrid cells, primary screen, cell-based, luminescence, CHO-S, Gal4-NCOR/VP16-NR2E3. luciferase. Photoreceptor-specific nuclear receptor (Homo sapiens), Q9Y5X4. AID 602229, 2012. inhibition of corepressor binding, % at 3.98 µM. 360,000 compounds, 0.35% hits;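 active = inhibition above the mean of all tested compounds plus 3 SD, cut at about 70% in these data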;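 also: 0% = DMSO with NR2E3 transfected cells and 100% = cells lacking NR2E3 construct; higher means lower luciferase signal from less NR2E3 corepressor binding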
# Target sequence (Q9Y5X4 whole entry, looked up, the tested form may be a part): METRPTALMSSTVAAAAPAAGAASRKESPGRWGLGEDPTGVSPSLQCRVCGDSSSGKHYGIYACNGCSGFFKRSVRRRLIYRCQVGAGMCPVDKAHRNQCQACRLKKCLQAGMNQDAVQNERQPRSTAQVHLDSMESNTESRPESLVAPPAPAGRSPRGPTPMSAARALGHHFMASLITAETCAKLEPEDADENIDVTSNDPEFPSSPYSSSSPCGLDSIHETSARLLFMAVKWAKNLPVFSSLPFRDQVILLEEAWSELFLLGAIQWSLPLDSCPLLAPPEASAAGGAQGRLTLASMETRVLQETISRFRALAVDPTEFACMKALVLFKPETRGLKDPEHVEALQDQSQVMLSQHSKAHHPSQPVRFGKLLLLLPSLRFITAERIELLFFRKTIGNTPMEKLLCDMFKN
# CF NFkB block – inhibitors of PAF-induced NF-kB signaling, primary screen, cell-based, GFP fluorescence, uHTS. KKLEB NF-kB-GFP reporter, GFP fluorescence overnight. AID 588850, 2011. inhibition, % at 5 µM. 360,000 compounds, 0.86% hits;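 active = at least 50% inhibition at 5 µM, scaled per plate between neutral and stimulator controls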;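 also: PAF is a Pseudomonas aeruginosa culture filtrate used as stimulus; plate controls were PAF-stimulated DMSO wells for no effect and unstimulated DMSO wells for full effect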
# KKLEB cytotox – cytotoxicity in KKLEB CF airway cells, primary screen, cytotoxicity control for CF NF-kB inhibitor project, cell-based, uHTS, fluorescence assay plates | KKLEB CF airway cells viability, ATPlite luminescence, overnight; hits give low values; cells stimulated with P. aeruginosa culture filtrate | activity change (cytotoxicity), % at 5 µM | 360,000 compounds, 0.36% hits | AID 602141, 2011;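 active = corrected activity change at or below -50% at 5 µM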
# NR2E3 ag-2 – inhibitors of NR2E3-RetCOR corepressor binding, primary screen, NR2E3 agonist project, biochemical, TR-FRET, GST-NR2E3, biotin-RetCOR. Photoreceptor-specific nuclear receptor (Homo sapiens), Q9Y5X4. AID 2300, 2010. 1536-well. inhibition of corepressor binding, % at 4.78 µM. 320,000 compounds, 0.12% hits;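 active = percent inhibition above the cutoff of mean plus 3 SD of all tested compounds, set per screening campaign, cut at about 20% in these data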;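 also: 0% = DMSO wells and 100% = biotin wells as full block of FRET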
#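 Format: 1536-well format; test system: GST-NR2E3 and biotin-RetCOR proteins; read-out basis: percent inhibition of TR-FRET ratio; timing: 5 h incubation at 4 °C; detection: time-resolved FRET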
# TRAIL sens C8 – viability loss with TRAIL in NB7+C8 cells, primary screen, TRAIL sensitizer project, cell-based, ATPlite luminescence | inhibition (viability loss, TRAIL sensitization), % at 10 µM | 360,000 compounds, 1% hits | AID 624354, 2012;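 active = compounds causing at least 50% loss of cell viability in the single-dose screen, relative to plate controls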
# Peg3 prom inh – Peg3 promoter-driven luciferase inhibitors, primary screen, cell-based, HeLa, luciferase luminescence; AID 588405, 2011; HeLa PEG-Prom luciferase reporter, overnight; inhibition, % at 20 µM; 360,000 compounds, 1.7% hits;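 active = inhibition of at least 50% at 20 µM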
# HIF-2a block – HIF-2a reporter inhibitors, primary screen, luminescence, 786-0 RCC cells | inhibition, % at 18.8 µM | 786-0 RCC cells HIF-2a reporter, luciferase luminescence, overnight | 360,000 compounds, 0.72% hits;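 active = inhibition of the luminescence signal of 40% or more relative to plate controls, in a single-dose primary screen at 18.75 µM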
# TWEAK-Fn14 inh – inhibitors of TWEAK-Fn14 signaling, primary screen, luciferase reporter cells, uHTS; AID 1159606, 2016; inhibition, % at 10 µM; 360,000 compounds, 2% hits; TWEAK-stimulated Fn14 reporter cells, luciferase luminescence, 8 h; in the data active = inhibition above about 50%
# The depositor's hits bear a star; . = no result given. An excerpt. The share of hits here may be higher or lower than overall.
1	COC(=O)[C@@H]1C[C@]2(C(=O)O)c3ccccc3N(OOSc3ccccc3)[C@@H]2N1C(=O)OC
2	OCCN(CC#CC(O)(c1ccccc1)C1CCCC1)CCO (configuration not stated)
3	COc1ccc(C2=CC(c3ccc4c(c3)OCO4)c3c(c4ccccc4oc3=O)O2)cc1OC (configuration not stated)
4	CCOC(=O)c1ccc2[nH]c(-c3ccc(S(=O)(=O)F)cc3)cc(=O)c2c1
5	CCCCn1c(O)c(C(C)=NCc2ccc3c(c2)OCO3)c(=O)[nH]c1=O
6	CCCC(CCC)C(=O)OC[N+](C)(C)CCOC(=O)C(O)(c1ccccc1)C1CCCC1 (configuration not stated)
7	O=C1NC(=O)C(CCc2ccncc2)(CCc2ccncc2)C(=O)N1CCc1ccccc1
8	O=c1[nH]c2ccccc2n1C1CCN(C(c2ccccc2)c2nnnn2-c2ccc3c(c2)OCCO3)CC1 (configuration not stated)
Compound	1	2	3	4	5	6	7	8
TRPM1 prom inh	8	-3	4	8	-2	6	0	.
TROY NFkB inh	-8	5	-3	-11	11	-6	-8	30
Shn3 inh set2	-8	-2	26	-7	15	-15	3	73
NR2E3 ag-1	-32	1	3	-24	16	-4	-21	17
CF NFkB block	5	-3	12	-8	7	4	7	84*
KKLEB cytotox	15	2	-10	0	-4	7	-10	-87*
NR2E3 ag-2	-2	0	.	0	1	2	1	.
TRAIL sens C8	9	-2	8	-19	-1	-4	18	19
Peg3 prom inh	-17	3	12	7	1	2	3	68*
HIF-2a block	7	2	16	11	9	27	23	-8
TWEAK-Fn14 inh	9	-7	9	-4	10	9	3	52*

# A second format for some results above:
# Second line of a record – TRPM1 prom inh | TROY NFkB inh | Shn3 inh set2 | NR2E3 ag-1 | CF NFkB block | KKLEB cytotox | NR2E3 ag-2 | TRAIL sens C8 | Peg3 prom inh | HIF-2a block | TWEAK-Fn14 inh
4. CCOC(=O)c1ccc2[nH]c(-c3ccc(S(=O)(=O)F)cc3)cc(=O)c2c1
  8 | -11 | -7 | -24 | -8 | 0 | 0 | -19 | 7 | 11 | -4
5. CCCCn1c(O)c(C(C)=NCc2ccc3c(c2)OCO3)c(=O)[nH]c1=O
  -2 | 11 | 15 | 16 | 7 | -4 | 1 | -1 | 1 | 9 | 10

# (further entries)
9	CC1=C(C)CN2CC(C#N)=C(N)C2C1 (configuration not stated)
10	CCC(=O)c1c(O)n(C2CCCCCC2)c(=O)[nH]c1=O
11	CCCCNc1ccncc1S(=O)(=O)NC(=O)NC(C)C
12	O=C(COc1ccc(Br)cc1)N1CCN(Cc2ccc3c(c2)OCO3)CC1
13	CC1CCN(C(=O)CCl)CC1
14	COc1ccc(CCn2c(O)c(C=NCc3cccnc3)c(=O)[nH]c2=O)cc1OC
15	O=[N+]([O-])c1cccc2c([N+](=O)[O-])cccc12
16	c1ccc(C2NCCc3[nH]cnc32)cc1 (configuration not stated)
Compound	9	10	11	12	13	14	15	16
TRPM1 prom inh	.	-1	-4	-8	-4	2	-12	-8
TROY NFkB inh	-22	-2	-7	-14	4	-5	0	0
Shn3 inh set2	-11	-3	11	6	-9	17	-1	-7
NR2E3 ag-1	-19	-1	-15	-22	-27	-20	-10	-1
CF NFkB block	-12	1	-4	-11	6	6	-10	12
KKLEB cytotox	-1	-1	18	-13	4	0	-2	-15
NR2E3 ag-2	.	5	1	1	1	-1	1	3
TRAIL sens C8	-9	-6	3	-3	2	5	0	3
Peg3 prom inh	3	18	-9	9	18	11	-2	11
HIF-2a block	1	17	9	18	4	14	-6	18
TWEAK-Fn14 inh	-9	4	-2	3	15	-15	-11	-2

17	O=C(N/N=C/c1c(O)n(Cc2ccc(F)cc2)c(=S)[nH]c1=O)c1ccncc1
18	O=c1[nH]c(=S)n(Cc2ccc(F)cc2)c(O)c1C=NCc1cccnc1
19	O=C1NC(=O)C2(Cc3ccccc3N3CCOCC32)C(=O)N1c1ccccc1 (configuration not stated)
20	Cc1ccc(S(=O)(=O)N2CCN(C(=O)COC(=O)Cc3ccccc3)CC2)c(C)c1
21	COc1ccc(-n2nc(C(=O)NCC(=O)N3CCC4(CC3)OCCO4)c3ccccc3c2=O)cc1
22	COc1ccc(OC)c(CC(=O)O)c1
23	C=CC(=O)OCCO
24	O=C(c1ccncc1)C12CN3CN(CN(C3)C1)C2
Compound	17	18	19	20	21	22	23	24
TRPM1 prom inh	8	8	10	1	-50	12	-1	3
TROY NFkB inh	10	3	-10	20	-60	21	-18	2
Shn3 inh set2	12	23	-15	-10	-64	-18	-9	.
NR2E3 ag-1	2	3	-36	-5	-52	0	2	-5
CF NFkB block	-16	-2	-1	15	-10	-1	30	5
KKLEB cytotox	5	0	4	-7	-3	3	-6	7
NR2E3 ag-2	3	3	3	-4	2	3	.	4
TRAIL sens C8	7	-5	-23	0	46	-9	7	-5
Peg3 prom inh	13	5	15	-12	-188	16	2	1
HIF-2a block	16	13	5	0	-161	6	10	13
TWEAK-Fn14 inh	3	11	6	7	3	15	21	-13

25	CCOc1ccc(N=Cc2c(O)n(Cc3ccccc3)c(=S)[nH]c2=O)cc1
26	C=CCn1c(O)c(/C=N/N2CCCCC2)c(=O)[nH]c1=O
27	CCN(CC)c1ccc(N=Cc2c(O)n(CCC3=CCCCC3)c(=O)[nH]c2=O)cc1
28	O=c1[nH]c(=O)n(-c2cccc(Cl)c2)c(O)c1C=NCCCN1CCOCC1
29	COc1ccc(CN2CCN(Cc3ccccc3OC)CC2)cc1
30	Nc1ccc(-c2ccccc2)cc1
31	Fc1ccc(C2=CCN(C(c3ccc(Cl)cc3)c3nnnn3Cc3ccccc3)CC2)cc1 (configuration not stated)
32	CC(=O)OC(C)(C)/C=C/C(=O)[C@](C)(O)C1[C@H](O)C[C@@]2(C)C3CC=C4C(C[C@H](O)C(=O)C4(C)C)[C@]3(C)C(=O)C[C@]12C (some centres not stated)
Compound	25	26	27	28	29	30	31	32
TRPM1 prom inh	2	-9	10	4	-2	-35	-3	91*
TROY NFkB inh	-21	-7	17	-4	9	-19	-10	49
Shn3 inh set2	18	-5	-2	-1	14	-7	23	62
NR2E3 ag-1	12	1	7	-4	-13	-12	-7	66
CF NFkB block	2	8	-39	14	-4	-12	12	84*
KKLEB cytotox	2	6	-7	-1	9	1	-6	-89*
NR2E3 ag-2	1	-3	1	-2	0	.	-2	.
TRAIL sens C8	1	-4	2	6	-1	-4	16	41
Peg3 prom inh	-26	4	14	8	-2	-34	13	104*
HIF-2a block	13	18	8	10	12	-22	2	72*
TWEAK-Fn14 inh	-17	6	3	2	11	-15	-4	42

33	CC1(C)CC(=O)C(C=NCCN2CCN(C(=O)Cc3ccc(Cl)cc3)CC2)=C(O)C1
34	Cc1ccccc1-n1c(O)c(C=NCCN2CCOCC2)c(=O)[nH]c1=O
35	O=C(NC1CCCCC1)N1C[C@H]2C[C@@H](C1)c1cccc(=O)n1C2
36	CCCCn1c(O)c(C(C)=NCC2CCCO2)c(=O)[nH]c1=O (configuration not stated)
37	Cc1ccccc1CN1CCNCC1
38	CCOCCN1CCN(c2nnc3n2-c2ccc(Cl)cc2C(c2ccccc2Cl)=NC3)CC1
39	CCOC(=O)c1c(C)n(Cc2ccccc2)c2ccc(OCC(O)CNC(C)(C)C)cc12 (configuration not stated)
40	COC/C=C1\CN2C3C[C@@H]1[C@H]1COC4=Nc5cc(OC)c(OC)c(OC)c5[C@@]43C[C@@H]12
Compound	33	34	35	36	37	38	39	40
TRPM1 prom inh	-6	0	1	-13	0	-1	3	9
TROY NFkB inh	-32	23	-10	0	-5	-7	-3	2
Shn3 inh set2	-5	-14	-14	-13	-14	-31	3	-2
NR2E3 ag-1	3	18	6	-11	1	21	-13	-19
CF NFkB block	-5	-6	9	-5	3	-5	19	-23
KKLEB cytotox	-4	8	1	-3	4	1	-12	16
NR2E3 ag-2	-1	3	-3	2	-1	3	-1	2
TRAIL sens C8	-12	-3	6	-15	4	17	11	-7
Peg3 prom inh	18	10	0	13	5	13	5	8
HIF-2a block	5	22	3	8	10	17	4	12
TWEAK-Fn14 inh	-1	14	-12	-9	7	2	12	3

41	COc1cccc(CNCCc2ccc(F)cc2)c1
42	O=C(c1ccc(C(F)(F)F)cc1)C1CCCN(Cc2ccncc2)C1 (configuration not stated)
43	CC(=O)OC1(c2ccccc2)CCN(C)C(C)C1C (configuration not stated)
44	CCC(C)c1cnc(CC(C)C)c(=O)n1O (configuration not stated)
45	Cc1ccc(-n2c(=O)[nH]c3ccccc3c2=O)cc1[N+](=O)[O-]
46	O=C1Nc2cc(C(=O)N3CCC4(CC3)OCCO4)ccc2S/C1=C\c1ccccc1
47	Cc1ccc(/C=C2\C(=O)NC(=S)N(c3cccc(F)c3)C2=O)o1
48	CN/C=C(/Cl)P(=O)(OC(C)C)OC(C)C
49	CN(C)CCN=Cc1c(O)n(-c2cccc3ccccc23)c(=O)[nH]c1=O
50	CC(=O)OC1C2(CC3N4C(=O)C5(CO)SSC4(CC31O)C(=O)N5C)OC(C)C(C)(C)C2=O (configuration not stated)
Compound	41	42	43	44	45	46	47	48	49	50
TRPM1 prom inh	6	16	4	.	.	-5	-1	3	2	112*
TROY NFkB inh	19	19	2	-8	-2	27	-20	8	-2	65*
Shn3 inh set2	-3	82	4	-6	-25	10	-5	2	-2	98*
NR2E3 ag-1	2	39	3	-12	-8	-17	2	-7	4	99*
CF NFkB block	7	9	-6	1	-11	4	-1	8	7	88*
KKLEB cytotox	1	-4	-1	-8	-29	20	8	-1	-9	-95*
NR2E3 ag-2	0	3	1	.	.	2	3	3	2	.
TRAIL sens C8	5	12	-11	3	5	24	4	-9	-8	84*
Peg3 prom inh	5	6	16	19	-79	22	5	3	13	99*
HIF-2a block	14	15	17	-13	-108	-7	-12	18	2	91*
TWEAK-Fn14 inh	23	19	13	-16	-11	30	-5	5	8	107*

# Random excerpt: 3 records from the list.
45	Cc1ccc(-n2c(=O)[nH]c3ccccc3c2=O)cc1[N+](=O)[O-]
48	CN/C=C(/Cl)P(=O)(OC(C)C)OC(C)C
47	Cc1ccc(/C=C2\C(=O)NC(=S)N(c3cccc(F)c3)C2=O)o1
Compound	45	48	47
TRPM1 prom inh	.	3	-1
TROY NFkB inh	-2	8	-20
Shn3 inh set2	-25	2	-5
NR2E3 ag-1	-8	-7	2
CF NFkB block	-11	8	-1
KKLEB cytotox	-29	-1	8
NR2E3 ag-2	.	3	3
TRAIL sens C8	5	-9	4
Peg3 prom inh	-79	3	5
HIF-2a block	-108	18	-12
TWEAK-Fn14 inh	-11	5	-5

# Compound activity from PubChem BioAssay.
